# esBAF inh = inhibitors of esBAF chromatin remodeling in mouse ES cells | 350,000 compounds, 2% hits | Bmi1-luciferase knock-in reporter, 24 h; 100% = twice the neutral-well signal | AID 602393 | reporter increase, % at 12.5 µM; in the data active = activation above about 40%; inconclusive = no clear call, values can overlap the other calls;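 also: 0% = median of the plate's neutral control wells and 100% = double that signal; a rise in the Bmi1 reporter signal indicates esBAF inhibition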
# FN deposition inh = fibronectin deposition inhibition; AH1F fibroblasts, Alexa488-fibronectin deposition fluorescence, overnight; inhibition, % at 12.6 µM; 350,000 compounds, 0.086% hits;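 active = mean inhibition across replicates of 30% or more, regardless of how many single replicates reach that level; inconclusive = mean under 30% yet at least half of replicates reach 30%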;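 also: positive control wells lacked labelled fibronectin entirely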
#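 Assay system: AH1F fibroblasts assembling fluorescent fibronectin matrix; Amount: 10000 AH1F cells per well; Buffer or medium: DMEM, 2% serum; Probe or stimulus: Alexa488-fibronectin, 24 nM final in well; Doses: single compound dose, delivered by pin transfer; Incubation: 1 h adhesion, overnight exposure; Measured by: fluorescence 485/525 nm; Read-out: fibronectin deposition inhibition.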
# E-sel inducer = induces E-selectin expression in human endothelial cells; HUVEC E-selectin immunofluorescence imaging; normalized: neutral wells 0, TNF-alpha wells 100; P16581; activation, % at 7.58 µM; 260,000 compounds, 0.37% hits;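 active = mean E-selectin-positive cell signal at least 10% of the positive control, reached in at least 60% of replicates, without over 20% cell loss; inconclusive = no rule given, readout overlaps actives, possibly toxicity-flagged; inactive = the rest, including those meeting only one limit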;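 also: in these data hits start at about 27%; measured in HUVEC primary endothelial cells; signal is the percent of cells scored E-selectin positive by PE staining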
#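 System: HUVEC / Compound: single concentration / Signal: immunofluorescence imaging / Read-out: percent E-selectin-positive cells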
# EWS-Fli inh = blocks EWS/Fli oncoprotein-driven transcription. A673 NR0B1-luciferase reporter, viability-normalised. inhibition, % at 12.6 µM. 350,000 compounds, 0.67% hits. AID 651661;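 active = mean inhibition of at least 50% after viability correction, with every replicate also passing that limit; inconclusive = mean reaches 50% but only one of two replicates passes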;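 also: firefly luciferase signal divided by Alamar Blue viability fluorescence both relative to DMSO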
# XiGFP reactiv = activators of X-chromosome reactivation in mouse fibroblasts; activation, % at 7.58 µM; 360,000 compounds, 0.055% hits; XiGFP mouse fibroblasts, % GFP-positive cells imaging, 3 d; cells co-treated with 5-aza-dC sensitizer; scaled so ellipticine positive control = 100%;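 active = mean normalized replicate activation at least 10% and every replicate at or above 10%; inconclusive = only one of the two criteria met; inactive = mean below 10% and not all replicates reach 10%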;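 also: 0% = median of on-plate neutral control wells and 100% = ellipticine 6 µM median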
#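 System: 68-5-11 XiGFP fibroblast line | Buffer or medium: DMEM containing 5-aza-dC | Compound: Single point | Times: Compounds 3 days, fix/stain 15 min at room temperature | Benchmarks: Positive control ellipticine, 6 µM final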
# S100A4 MyoIIA = inhibitors of human S100A4 binding to myosin IIA peptide. P26447. S100A4/TAMRA-MyoIIA peptide fluorescence polarization. inhibition, % at 10.7 µM. 360,000 compounds, 0.14% hits. AID 652163;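 active = mean inhibition of at least 70% across replicates, with every replicate also reaching that level; inconclusive = mean inhibition reaches 70% but some replicates fall short; inactive = mean inhibition below 70%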
# Target sequence (P26447 whole entry, looked up): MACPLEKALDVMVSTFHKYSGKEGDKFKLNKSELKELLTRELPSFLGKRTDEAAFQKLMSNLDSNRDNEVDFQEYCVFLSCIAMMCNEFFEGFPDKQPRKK
#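 Test system – S100A4 monomer (human) · Compound – single-point compound testing · Schedule – 5 min incubation before reading · Probe or stimulus – TAMRA-labelled myosin IIA heavy-chain peptide probe, 5 nM · Benchmarks – neutral control DMSO, positive control TFP · Medium – Calcium-containing HEPES buffer, pH 7.2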
# RAD52 anneal inh = RAD52 (human) annealing inhibition. P43351. recombinant RAD52 DNA annealing, FRET fluorescence. inhibition, % at 18.7 µM. 360,000 compounds, 0.46% hits. AID 651710;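 active = every replicate showing at least 50% inhibition; inconclusive = mean inhibition at least 50% but not in every replicate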
# RAD54 inh = RAD54 (human) branch migration inhibition; RAD54 Holliday junction branch migration, FAM/BHQ fluorescence; 360,000 compounds, 0.14% hits; AID 602329; Q92698; inhibition, % at 10.4 µM;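 active = mean normalized replicate activity at least 40 and at least half of replicates scoring 40 or more; inconclusive = only one of the two criteria met; inactive = mean below 40 and under half of replicates reaching 40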;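 also: 0% = median of neutral control wells and 100% = median of positive control wells; inhibitors cause a drop in the FAM fluorescence signal; in these data hits start at about 50%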
# Target sequence (Q92698 whole entry, looked up): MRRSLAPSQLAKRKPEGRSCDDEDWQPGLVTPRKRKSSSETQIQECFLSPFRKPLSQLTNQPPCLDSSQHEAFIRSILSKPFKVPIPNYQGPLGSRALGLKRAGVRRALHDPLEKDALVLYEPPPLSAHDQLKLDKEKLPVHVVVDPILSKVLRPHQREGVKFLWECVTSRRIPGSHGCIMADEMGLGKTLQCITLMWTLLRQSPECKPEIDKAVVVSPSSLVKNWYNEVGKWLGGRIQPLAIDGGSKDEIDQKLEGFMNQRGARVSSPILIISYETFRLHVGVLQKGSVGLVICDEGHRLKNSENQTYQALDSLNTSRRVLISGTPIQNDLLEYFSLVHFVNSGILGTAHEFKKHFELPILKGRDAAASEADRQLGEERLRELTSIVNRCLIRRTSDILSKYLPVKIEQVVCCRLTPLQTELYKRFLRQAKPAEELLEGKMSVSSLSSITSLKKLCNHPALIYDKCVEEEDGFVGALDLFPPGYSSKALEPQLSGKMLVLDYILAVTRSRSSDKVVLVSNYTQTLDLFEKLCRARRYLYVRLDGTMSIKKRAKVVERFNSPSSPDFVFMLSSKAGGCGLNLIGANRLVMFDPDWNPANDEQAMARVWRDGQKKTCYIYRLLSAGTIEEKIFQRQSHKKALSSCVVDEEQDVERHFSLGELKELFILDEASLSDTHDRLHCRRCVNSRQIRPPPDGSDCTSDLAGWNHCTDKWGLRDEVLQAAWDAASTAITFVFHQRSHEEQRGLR
# Active calls of the source: *; ? = inconclusive; nt = no result given. Random draw from the library; any-hit rate near 3%.
SMILES,esBAF inh,FN deposition inh,E-sel inducer,EWS-Fli inh,XiGFP reactiv,S100A4 MyoIIA,RAD52 anneal inh,RAD54 inh
COc1ccc(OCCOCCOc2ccc(C)cc2[N+](=O)[O-])cc1,-1,-7,-0.1,nt,0.2,nt,nt,2
Cc1ccc(NC(=S)N2CCCC(CO)C2)c(C)c1 (configuration not stated),nt,6,-5.4,-18,0.0,3,-9,nt
CC1CN(Cc2nc3c(c(=O)n(C)c(=O)n3C)n2Cc2cccc(Cl)c2)CC(C)O1 (configuration not stated),5,-3,nt,6,0.0,2,-6,-1
Cc1ccc(-c2nnn3c2nc(Cl)c2ccccc23)cc1,?,0,9.6,-30,0.0,1,-1,nt
C[C@H](CO)N1C[C@H](C)[C@H](CN(C)Cc2ccc3c(c2)OCO3)OCCCC[C@H](C)Oc2ccc(NC(=O)Nc3ccccc3)cc2C1=O,-2,8,0.2,-4,0.2,-2,56*,-4
COc1ccc(-n2nc(C(=O)NCC(=O)NCc3ccco3)c3ccccc3c2=O)cc1Cl,-4,-9,0.3,nt,nt,nt,nt,-8
COc1ccc(S(=O)(=O)Nc2ccc3c(c2)C(=O)N([C@H](C)CO)C[C@H](C)[C@@H](CN(C)S(=O)(=O)c2ccc(OC)cc2)OCCCC[C@H](C)O3)cc1,16,1,-0.2,10,0.1,nt,nt,-15
Cc1ccc(S(=O)(=O)Nc2ccc3c(c2)C(=O)N([C@@H](C)CO)C[C@H](C)[C@@H](CN(C)C(=O)Nc2ccc4c(c2)OCO4)O3)cc1,-14,nt,0.1,3,0.1,nt,nt,nt
COc1ccc(S(=O)(=O)N2CCOC23CCN(S(=O)(=O)c2ccc(Cl)cc2)CC3)cc1,-14,-3,1.2,9,0.0,4,-2,-3
CCCC(C)C1c2c(c(C)c(C)oc2=O)Oc2c(C)c(C)oc(=O)c21 (configuration not stated),0,0,-0.5,-24,0.0,0,-13,8
Cc1n[nH]c2ccc([N+](=O)[O-])cc2c1=O,8,0,nt,0,0.1,-4,-8,-6
COC(=O)c1ccc(NC(=O)CSc2nnc(COc3ccc4c(c3)CCCC4)o2)cc1,-3,nt,nt,-12,nt,-6,-1,-1
COc1ccc(Nc2nc(N)c([N+](=O)[O-])c(NC3CCCCC3)n2)cc1,10,10,-1.6,-15,0.0,-5,9,0
NC(=O)c1ccc(OCC2CCCO2)cc1 (configuration not stated),-6,9,nt,2,-0.1,-1,-3,1
COc1ccc(CC(=O)OCC(=O)N2CCCc3ccccc32)cc1OC,nt,-2,-0.1,-2,0.0,-1,-4,nt
COc1ccc(C2=CSC3=NCCN23)cc1Br,nt,-5,nt,14,0.0,0,0,4
COCCNC(=O)C[C@@H]1C[C@@H]2c3cc(NC(=O)COC)ccc3O[C@@H]2[C@H](CO)O1,0,1,0.3,0,0.0,-12,-23,-1
O=C(CCn1c(=S)oc2ccccc21)NCCC1=CCCCC1,nt,8,-1.6,1,0.0,1,2,nt
CCOC(=O)c1cnc(SC)nc1NCCOC,nt,-12,-0.1,-4,0.1,-1,-6,nt
O=C(Cc1nnc(NC(=O)Nc2ccc(F)cc2)s1)NCc1ccccc1,nt,1,nt,-15,1.3,-5,-12,15

# Grouped by structure: the entries above containing an aryl thioether with sulfur outside any ring
SMILES,esBAF inh,FN deposition inh,E-sel inducer,EWS-Fli inh,XiGFP reactiv,S100A4 MyoIIA,RAD52 anneal inh,RAD54 inh
COC(=O)c1ccc(NC(=O)CSc2nnc(COc3ccc4c(c3)CCCC4)o2)cc1,-3,nt,nt,-12,nt,-6,-1,-1
CCOC(=O)c1cnc(SC)nc1NCCOC,nt,-12,-0.1,-4,0.1,-1,-6,nt

# Next section.
SMILES,esBAF inh,FN deposition inh,E-sel inducer,EWS-Fli inh,XiGFP reactiv,S100A4 MyoIIA,RAD52 anneal inh,RAD54 inh
CCCNC(=O)C(Cc1ccccc1F)NC(=O)c1ccc(C#N)cc1 (configuration not stated),-7,-6,-0.1,-3,-0.3,-1,-5,6
Cc1ccc(S(=O)(=O)c2c(N)n(Cc3ccco3)c3nc4ccccc4nc23)cc1,-4,-3,nt,nt,nt,23,-32,5
COCC(=O)N(C)C[C@@H]1Oc2ncc(-c3cccc(OC)c3)cc2C(=O)N([C@@H](C)CO)C[C@@H]1C,-5,nt,0.0,-18,-0.2,39,-6,0
CCN(CC(=O)NC(=O)NCc1ccccc1)CC(=O)Nc1cc(Cl)ccc1C,0,2,nt,3,-0.5,-1,9,-35
Cc1cc(C(=O)Nc2cccc3c2O[C@@H](CN(C)CC2CCCCC2)[C@H](C)CN([C@H](C)CO)C3=O)n(C)n1,-4,nt,-2.3,-16,0.1,-2,7,-8
COc1cc(/C=C/C(=O)c2ccc(O)cc2)ccc1OCC#N,nt,2,3.9,27,-0.1,-7,-32,nt
COc1ccc2c3c([nH]c2c1)[C@@H](CO)N(C(=O)C1CCCC1)CC31CN(C)C1,nt,nt,0.0,8,0.3,4,11,nt
CC1C(=O)N2CCCc3cc(NS(=O)(=O)c4ccccc4)cc1c32 (configuration not stated),nt,4,nt,-3,0.3,-3,-21,7
COCc1[nH]nc2c1C(c1ccc3c(c1)OCO3)N(c1ccc(OC)cc1)C2=O (configuration not stated),nt,5,-0.2,-6,0.6,-2,-3,nt
Cc1cc(NC(=O)CN2C(=O)N(C)C3(CCCCC3)C2=O)ccc1Br,-4,0,9.0,-5,0.3,-4,-6,-4
CSc1ccc(C2(O)Cc3cccc[n+]3C2c2ccccc2)cc1 (configuration not stated),6,-2,0.2,10,0.2,1,-5,-10
O=C(NCc1ccccc1Cl)[C@H]1CCCN1C(=O)[C@H]1CCCN1C(=O)c1ccc(Cl)cc1,nt,4,-0.2,-1,0.0,-4,-19,nt
COc1ccc2c3c([nH]c2c1)[C@@H](CO)N(C(=O)CN(C)C)CC31CN(C(=O)c2cccnc2)C1,nt,-1,-0.2,1,0.0,-6,8,nt
COC(=O)c1ccccc1NC(=O)c1cnn2c(C)cc(C)nc12,nt,3,nt,4,0.3,-18,-13,nt
COc1ccc(-c2nnc(SCC(=O)O)n2C)cc1OC,nt,4,0.4,-6,-0.1,-3,0,nt
Cc1cc(C(=O)NNC(=O)C(CCC(N)=O)NS(=O)(=O)c2ccc(Cl)cc2)c(C)o1 (configuration not stated),nt,24,-0.1,4,0.2,-12,-2,-8
COc1ccc(CC(=O)N(C)Cc2ccc(Cl)cc2)cc1S(=O)(=O)N1CCOCC1,-1,-11,3.0,3,0.0,-1,19,-15
Cc1nc(-c2ccc(C(F)(F)F)cc2)sc1C(=O)NN,34,4,-0.2,-7,0.0,-6,-14,nt
Nc1ccn(CC(=O)NCCCc2ccccc2)c(=O)n1,-10,-21,-0.1,-7,0.0,0,-14,-2
Cc1nn(CC(=O)Nc2ccc(Br)cc2F)c(=O)c2cccn12,-1,3,nt,-11,0.1,-4,-23,1

# Some of these compounds in order of the esBAF inh value, highest first.
canonical_smiles | esBAF inh
Cc1nc(-c2ccc(C(F)(F)F)cc2)sc1C(=O)NN | 34
COc1ccc(CC(=O)N(C)Cc2ccc(Cl)cc2)cc1S(=O)(=O)N1CCOCC1 | -1
Cc1cc(NC(=O)CN2C(=O)N(C)C3(CCCCC3)C2=O)ccc1Br | -4
CCCNC(=O)C(Cc1ccccc1F)NC(=O)c1ccc(C#N)cc1 (configuration not stated) | -7
Nc1ccn(CC(=O)NCCCc2ccccc2)c(=O)n1 | -10

# Shown as a hit in RAD52 anneal inh, of those listed so far:
Molecule,esBAF inh,S100A4 MyoIIA,RAD52 anneal inh
C[C@H](CO)N1C[C@H](C)[C@H](CN(C)Cc2ccc3c(c2)OCO3)OCCCC[C@H](C)Oc2ccc(NC(=O)Nc3ccccc3)cc2C1=O,-2,-2,56*

# (listing goes on)
SMILES,esBAF inh,FN deposition inh,E-sel inducer,EWS-Fli inh,XiGFP reactiv,S100A4 MyoIIA,RAD52 anneal inh,RAD54 inh
CC(C)C[C@H]1CN([C@@H](Cc2ccc(O)cc2)CN2CCC[C@H]2CN2C(=O)C(=O)NC[C@@H]2Cc2ccccc2)C(=O)C(=O)N1CCc1ccccc1,nt,2,1.3,5,0.1,-1,-8,nt
N#Cc1ccsc1NC(=O)CN1CCN(Cc2ccccc2)CC1,nt,20,nt,7,0.0,-2,-42,nt
CCn1nccc1NC(=O)c1csc([C@H]2C[C@H](O)[C@@H](CO)O2)n1,-2,-1,0.1,1,0.2,1,2,11
Cc1ccc(NC(=O)C(c2ccccc2)c2ccccc2)c(O)c1,-1,-3,1.1,-2,0.0,-2,-15,6
CC[C@]12c3[nH]c4cc(CCC(=O)N(C)C)ccc4c3CCN1C(=O)[C@@H](CC(=O)NCCC1=CCCCC1)C[C@@H]2C(=O)N1CCN(C(=O)c2ccco2)CC1,-5,1,nt,9,?,-6,-4,-5
Cc1nc(-c2ccncc2)sc1C(=O)Nc1ccc(Cl)cc1,nt,-8,nt,-1,0.0,3,-7,nt
CCC(C(=O)NCC1CCCO1)N(C(=O)c1snc(C(N)=O)c1N)c1ccc(Cl)cc1 (configuration not stated),-1,-1,nt,7,0.5,1,1,-5
O=C(C[C@H]1C/C=C\CC[C@H](Cc2ccc(F)cc2)C(=O)O[C@@H](c2ccccc2)CNC1=O)N[C@@H](CO)Cc1ccccc1,-4,-11,0.0,10,0.5,5,-8,-5
CCC(=O)Nc1ccc2c(c1)C(=O)N(C)[C@@H]1CC[C@H](CC(=O)NCCOC)O[C@@H]1CO2,-4,-3,0.1,6,0.3,-4,-5,-7
O=C(Nc1cccc(Cl)c1N1CCOCC1)c1cc([N+](=O)[O-])ccc1N1CCOCC1,-4,2,0.8,nt,0.0,-2,-7,-3
CC(=O)NCC(=O)OCC(=O)Nc1nc(-c2ccccc2)cs1,40,-3,nt,-59,0.0,-1,-19,4
Cc1ccc(S(=O)(=O)N2CCCCC2)cc1NC(=O)COC(=O)c1ccccc1F,nt,-5,nt,-21,0.0,-5,-3,nt
Cc1ccc(S(=O)(=O)N[C@@H]2C=C[C@@H](CC(=O)N3CCN(c4ccccc4)CC3)O[C@@H]2CO)cc1,-4,-7,-0.4,2,-0.4,-6,0,-1
CCN(CC)S(=O)(=O)c1ccc(O)c(NC(=O)CN2CCc3ccccc3C2)c1,nt,-10,nt,-11,-0.1,1,-8,nt
N#CCCn1cc(C(=O)Nc2ccccc2Br)c(-c2cccs2)n1,nt,10,nt,4,0.0,-5,-20,nt
CN(C)S(=O)(=O)N1CCC(n2nccc2NC(=O)CCCc2ccccc2)CC1,2,3,?,nt,0.4,-1,-5,3
CCOc1ccc(S(=O)(=O)N(CC(=O)N2CCC(C(N)=O)CC2)c2ccc(F)cc2)cc1,nt,4,-0.4,8,0.0,4,-6,-7
CC1CCN(C(=O)c2cc(-c3ccc4c(c3)OCO4)on2)CC1,-8,4,-0.1,-9,0.0,-6,0,7
